Bioassay records from PubChem.
Yp Topo-I inh: Yersinia pestis topoisomerase I inhibitors, primary screen, biochemical, cleavage product accumulation, plate reader, single point; DNA topoisomerase I (Yersinia pestis CO92); Y. pestis Topo-I cleavage product accumulation; activity, % at 10 µM; 360,000 compounds, 0.064% hits; AID 504884, 2011; in the data active = activity above about 50%, passing the limit was not always enough; also: inactives centre near 2
Rv3671c protease: Rv3671c serine protease inhibitors, primary screen, biochemical, fluorescence polarization, M. tuberculosis H37Rv. inhibition, % at 5.96 µM. 320,000 compounds, 0.048% hits; in the data active = inhibition above about 38%;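 also: extracellular domain of Rv3671c used as enzyme; 0% = enzyme with DMSO and 100% = no enzyme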
Target sequence (P9WHR9 whole entry, looked up, the tested form may be a part): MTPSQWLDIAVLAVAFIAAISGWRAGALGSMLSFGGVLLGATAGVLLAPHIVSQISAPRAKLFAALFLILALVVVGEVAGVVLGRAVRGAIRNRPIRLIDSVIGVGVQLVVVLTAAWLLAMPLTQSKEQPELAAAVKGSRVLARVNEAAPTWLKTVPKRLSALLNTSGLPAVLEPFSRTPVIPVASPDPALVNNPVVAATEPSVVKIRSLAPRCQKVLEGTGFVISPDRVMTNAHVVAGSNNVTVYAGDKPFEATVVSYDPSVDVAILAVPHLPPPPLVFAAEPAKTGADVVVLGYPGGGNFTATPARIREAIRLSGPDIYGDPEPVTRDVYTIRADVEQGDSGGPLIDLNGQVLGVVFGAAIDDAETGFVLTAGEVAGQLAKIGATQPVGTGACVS
PfHsp40 rescue: rescue of yeast from PfHsp40 toxicity, primary screen, S. cerevisiae, ATP luminescence; S. cerevisiae expressing PfHsp40, growth rescue; growth rescue, % at 12.5 µM; 340,000 compounds, 0.68% hits; AID 504582, 2011; in the data active = growth rescue above about 28%, passing the limit was not always enough;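 also: yeast W303a lacking pdr1 and pdr3 grown in galactose medium; growth measured after three days at 30 °C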
Vc quorum ag: inducers of Vibrio cholerae quorum light production without autoinducers, primary screen, BH1578 luxS cqsA deficient, single point; 350,000 compounds, 0.16% hits; V. cholerae BH1578 lux reporter, luminescence, 6 h; AID 588436, 2011; activation, % at 18.7 µM; in the data active = activation mostly above about 9.7%, no sharp cut-off; also: not every result past the cut was called active; inactives centre near 0; reference of the scale not given here
3CLpro inhibitor: SARS-CoV 3CLpro protease inhibitors, primary screen, biochemical, quenched FRET; recombinant SARS-CoV 3CLpro, quenched FRET peptide cleavage; inhibition, % at 6 µM; 290,000 compounds, 0.14% hits; Replicase polyprotein 1ab (Severe acute respiratory syndrome coronavirus), P0C6X7; in the data active = inhibition above about 12%
TcdB inh: TcdB glycohydrolase inhibitors, primary screen, biochemical, single point, plate reader | Toxin B (Clostridioides difficile), P18177 | 350,000 compounds, 0.24% hits | inhibition, % at 9.99 µM | TcdB glycohydrolase enzymatic assay; in the data active = inhibition above about 10%
SSB-PriA inh: inhibitors of Klebsiella pneumoniae PriA binding to SSB C-terminal tail, primary screen, biochemical, AlphaScreen. AlphaScreen SSBct-PriA binding, biotinylated peptide. 430,000 compounds, 0.6% hits. inhibition, % at 33 µM. AID 1272365, 2023; in the data active = inhibition mostly above about 37%, no sharp cut-off; inactive = mostly below about 20%;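 also: plate controls were negative control peptide for no effect and reference peptide for full effect; strong numbers were not always called active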
Anthrax LF inh2: Bacillus anthracis LF protease inhibitors, primary screen, biochemical, multiplex microsphere, MLPCN library. 360,000 compounds, 0.12% hits. Lethal factor (Bacillus anthracis), P15917. inhibition, % at 10 µM. AID 588501, 2011. multiplex microsphere protease cleavage assay; in the data active = inhibition above about 30%; also: plate controls were buffer without enzyme for full effect and enzyme alone for no effect
MazEF act: activators of E. coli MazEF toxin-antitoxin RNase, primary screen, biochemical, fluorescence, uHTS. Endoribonuclease toxin MazF (Escherichia coli (strain K12)), P0AE70. FAM/BHQ RNA-DNA oligo cleavage fluorescence, 5 h. activation, % at 20 µM. 350,000 compounds, 0.32% hits; in the data active = activation above about 50%
Target sequence (P0AE70 whole entry, looked up): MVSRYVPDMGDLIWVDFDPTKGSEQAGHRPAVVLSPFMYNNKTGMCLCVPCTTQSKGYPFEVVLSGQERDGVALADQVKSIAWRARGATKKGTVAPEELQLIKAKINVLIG
VHR inh abs: VHR1 phosphatase inhibitors, primary screen, biochemical, absorbance, uHTS; Dual specificity protein phosphatase 3 (Homo sapiens), P51452; recombinant VHR phosphatase, pNPP absorbance; inhibition, % at 13.3 µM; 290,000 compounds, 0.52% hits; AID 1654, 2009; in the data active = inhibition above about 50%; also: some compounds called inactive have numbers as strong as hits
Target sequence (P51452 whole entry, looked up): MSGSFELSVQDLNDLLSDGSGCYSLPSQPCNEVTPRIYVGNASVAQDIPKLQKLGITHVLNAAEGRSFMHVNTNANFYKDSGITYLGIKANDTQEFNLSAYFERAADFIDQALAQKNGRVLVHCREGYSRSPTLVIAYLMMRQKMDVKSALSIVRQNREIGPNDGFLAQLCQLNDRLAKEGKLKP
* marks the source's active call; other numbers are inactive results; i = inactive; x = not tested or not shown. Some of the compounds tested. The share of hits here may be higher or lower than overall.

Below each SMILES – Rv3671c protease	3CLpro inhibitor	SSB-PriA inh	MazEF act	Vc quorum ag	VHR inh abs	PfHsp40 rescue	TcdB inh	Anthrax LF inh2	Yp Topo-I inh
CN(C)c1ccccc1C(=O)c1ccccc1N(C)C
    -6	-2	-1	2	3.2	4	1.8	x	-1	15
Nc1nc(N(Cc2ccccc2)Cc2ccccc2)nc(C(F)(F)F)n1
    -1	x	-1	-2	i	x	2.6	0.6	x	17
CN(C)C(CNc1ncnc2sccc12)c1ccccc1 (stereo unspecified)
    0	0	-12	13	-0.6	19	0.6	0.1	0	1
Oc1sc(C=Nc2ccccc2)c2ccccc12
    1	-1	-36	140*	i	-9	8.6	x	-2	-12
COCCN(C(=O)CSc1nnc(-c2ccccc2F)n1N)c1c(N)n(Cc2ccccc2)c(=O)[nH]c1=O
    -3	-2	x	-5	i	7	-0.7	1.3	-1	-2
CCCC(=O)Nc1cc(S(=O)(=O)N2CCCCC2)ccc1N1CCOCC1
    10	x	-2	6	i	x	0.2	1.2	-3	-9
O=CN1CCN(C(=O)COc2ccc(Cl)cc2Br)CC1
    -5	-4	-4	4	-0.2	-1	-0.3	-0.4	1	-2
COCC1CCN(C(=O)c2cc(COc3ccccc3SC)on2)C1 (stereo unspecified)
    0	2	-6	-1	-6.7	27	-0.8	0.6	1	17
O=C(Nc1cccc(F)c1)NC1CCCc2ccccc21 (stereo unspecified)
    -17	1	-12	11	-0.5	-2	0.0	-3.1	1	-7
CCN(c1ccccc1)S(=O)(=O)c1cc(C(=O)NCc2ccccn2)ccc1C
    x	x	8	0	-1.4	x	-0.1	2.4	-2	15
CC1=CC(C)(C)Nc2ccc(OC(=O)CN3C(=O)c4ccccc4C3=O)cc21
    -11	1	29	-15	-0.3	3	1.5	0.0	1	11
CC1COc2ccccc2N1C(=O)c1cccnc1Cl (stereo unspecified)
    4	1	6	2	i	-7	0.3	1.2	-2	2
CCc1ccc(C(O)(C(C)C)C(CN2CCOCC2)c2ccccc2)cc1 (stereo unspecified)
    x	2	8	-6	-0.3	-2	-1.0	1.7	-9	26
COC(=O)c1cc(S(=O)(=O)NCC(C)c2ccccc2)cn1C (stereo unspecified)
    3	4	8	5	0.5	-13	1.1	1.2	0	7
Cc1cccc(OCC(=O)Nc2ccccc2C(F)(F)F)c1
    -11	-3	-10	4	-0.4	-4	2.0	0.5	0	0
Cc1ccccc1NC(=O)c1ccc(S(=O)(=O)N2CCCC2)cc1
    -9	0	0	10	-0.1	11	-1.0	0.0	-4	-3
CCCCn1c(N)c(N(CCOC)C(=O)COC(=O)COc2c(C)cc(C)cc2C)c(=O)[nH]c1=O
    2	x	-5	3	-0.5	x	0.6	0.1	x	1
C=CCn1cc(Cl)cc(C(=O)Nc2ccccc2)c1=O
    -4	0	-7	1	i	14	-1.8	2.4	-8	19
ClCCN1C2=NCCCN2c2ccccc21
    5	-1	-9	2	-0.3	19	0.9	-0.2	4	-9
FC(F)(F)c1ccccc1NC(=S)NN=C1CCCCCC1
    -6	-2	28	1	x	7	x	-0.7	x	x
O=C(O)CC(Cc1ccccc1)(C(=O)O)c1ccccc1 (stereo unspecified)
    -3	3	1	2	0.3	5	-0.9	3.1	4	4
O=Cc1nccc2ccccc12
    x	x	2	-75	-0.9	x	0.8	2.1	0	7
COc1ccc(-c2oc3ncnc(NCCCN4CCOCC4)c3c2-c2ccc(OC)cc2)cc1
    -1	2	16	-9	-0.3	4	-1.2	x	0	7
CCCn1c(=S)[nH]c2cc(C(=O)N3CCN(C)CC3)ccc2c1=O
    x	x	x	-6	2.2	x	x	1.0	-5	5
COc1cccc(C(=O)O[C@H]2[C@H](Cc3ccccc3)NS(=O)(=O)[C@H]3C[C@@H]4C=C[C@]23O4)c1
    -23	x	4	-12	1.2	x	-0.4	1.1	-4	-4
CN(C)/C=C1\NC(=S)N(c2ccc(Cl)cc2)C1=O
    -12	5	-12	0	-0.3	13	0.5	0.3	0	-5
CC(C)Cn1c(C23CC4CC(CC(C4)C2)C3)n[nH]c1=S
    -4	-5	12	5	-0.6	61	4.9	0.8	-19	6
CCCC(O)(c1ccc(Cl)cc1)C(CN1CCOCC1)c1ccc(Cl)cc1 (stereo unspecified)
    4	-4	-8	-2	i	9	1.0	0.9	-6	28
COC(=O)c1cc2c(cc1Cl)SC(=NCCCN1CCOCC1)NS2(=O)=O
    -5	-1	-16	4	i	8	-0.6	x	-6	8
Cc1cc(C(=O)Nc2ccccc2C(=O)N2CCCCC2)ccc1[N+](=O)[O-]
    -14	-4	6	-23	0.6	12	0.1	1.1	1	-5

Some entries already given, reduced to TcdB inh.
structure,TcdB inh
CC(C)Cn1c(C23CC4CC(CC(C4)C2)C3)n[nH]c1=S,0.8
CN(C)/C=C1\NC(=S)N(c2ccc(Cl)cc2)C1=O,0.3
FC(F)(F)c1ccccc1NC(=S)NN=C1CCCCCC1,-0.7
CCCCn1c(N)c(N(CCOC)C(=O)COC(=O)COc2c(C)cc(C)cc2C)c(=O)[nH]c1=O,0.1
CCCC(=O)Nc1cc(S(=O)(=O)N2CCCCC2)ccc1N1CCOCC1,1.2

Continuation.
Below each SMILES – Rv3671c protease	3CLpro inhibitor	SSB-PriA inh	MazEF act	Vc quorum ag	VHR inh abs	PfHsp40 rescue	TcdB inh	Anthrax LF inh2	Yp Topo-I inh
COCCn1c(-c2ccc(C#N)cc2)nc2c1c(=O)[nH]c(=O)n2Cc1ccccc1
    0	-1	-13	-3	-0.3	28	-0.3	1.2	1	6
COc1ccc(C(=O)NCCc2nnc3ccc(SCC(=O)N4CCOCC4)nn23)cc1
    9	-5	-7	-1	3.0	11	0.3	-0.7	3	4
CCC(C)NS(=O)(=O)c1ccc(NC(=O)C2CCCO2)cc1 (stereo unspecified)
    -2	-1	-13	6	-1.0	18	0.8	1.1	-4	3
CN(C)CCCNCCCNC(=O)/C=N/O
    -3	9	x	2	0.9	8	1.0	0.8	-3	6
Nc1ccc(N2CCOCC2)c2nonc12
    -104	2	12	5	-0.2	30	10	-4.9	-7	-5
COc1ccc(S(=O)(=O)NC2CC(=O)N(c3ccc4c(c3)OCCO4)C2)cc1 (stereo unspecified)
    5	x	12	-2	i	x	-0.2	3.6	3	1
CC1CCCCC12NC(=O)N(CC(=O)c1ccc3c(c1)OCO3)C2=O (stereo unspecified)
    -2	x	-8	0	-2.4	x	0.1	1.4	0	-2
COc1ccc(-c2csc(CCn3nc(C)cc3C)n2)cc1
    3	-1	-4	14	i	11	0.6	1.0	-6	15
CN(C)c1ccc(CNS(=O)(=O)c2ccc3c(c2)NC(=O)CS3)cc1
    -6	3	13	7	-3.9	21	0.4	1.8	0	-9
CCCCCn1c(NC(=O)c2ccco2)c(S(=O)(=O)c2ccc(C)cc2)c2nc3ccccc3nc21
    -19	2	5	12	-5.0	17	-1.4	x	6	5
Cc1ccccc1S(=O)(=O)Cc1ccc(C(=O)N2CCN(c3ccc(F)cc3)CC2)o1
    -1	-2	-3	8	-0.7	37	-1.1	x	-2	2
CSc1ccc(CN2CCN(C(=O)COc3cccc(C)c3)CC2)cc1
    -5	-2	-2	9	1.3	22	4.7	1.2	-1	23
CCOC(=O)c1sc(NS(=O)(=O)c2ccc(NC(C)=O)cc2)nc1C
    -5	2	-4	9	-5.3	-12	-1.8	x	-5	2
O=[N+]([O-])c1cccc(NC(=S)Nc2nc(-c3ccccc3Cl)cs2)c1
    -70	2	9	1	i	-7	-1.1	-2.6	-2	-17
COC(=O)C1=C(C(=O)OC)SC2(S1)C(C(=O)OC)=C(C(=O)OC)Sc1c2ssc1=O
    x	x	96*	-25	i	x	19	2.7	-8	-6
O=Cc1cn(CC(O)CN2CCCCC2)c2ccccc12 (stereo unspecified)
    -2	3	2	7	0.0	21	-1.3	1.2	2	9
O=C(CNC(=O)c1cccc(F)c1)N/N=C/c1cc(Br)ccc1OCc1ccccc1
    -151	0	x	-16	-0.2	5	20	-0.5	1	-2
O=C(c1ncc[nH]1)c1ccccc1C(=O)N1CCOCC1
    5	1	-9	-6	i	-20	0.2	-0.9	-2	9
Nc1ccc(S(=O)(=O)Nc2nccc(/C=C/c3ccccc3F)n2)cc1
    -97	2	-5	0	-0.2	24	-0.8	0.8	-8	7
O=C1Nc2ccccc2C(c2ccccc2)=NC1O (stereo unspecified)
    1	1	-7	0	i	21	0.5	0.6	3	-3
O=C(Cc1cccs1)Nc1ccc(Cl)cc1
    2	1	-1	2	-0.4	6	2.1	x	-7	-7
Cc1ccc(/C=N\NC(=O)C2CN(S(=O)(=O)c3ccccc3)CCN2S(=O)(=O)c2ccccc2)cc1 (stereo unspecified)
    -18	8	x	-9	1.7	-12	-0.8	-2.1	-2	18
CC(C)CN(Cc1cc2ccccc2[nH]c1=O)C(=O)c1cccnc1
    -5	-3	-3	5	i	-8	0.8	x	-2	7
O=S(=O)(c1ccccc1F)N1CCN(CCc2ccccc2)CC1
    5	0	4	-9	i	-8	-0.5	-3.2	-9	-2
C=CCSc1nc2sc(C)c(C)c2c(=O)[nH]1
    -13	2	-18	9	-0.2	-3	0.5	0.3	-4	10
CC1=C(C(=O)OCc2ccccc2)C(c2ccccc2OS(=O)(=O)c2ccccc2[N+](=O)[O-])NC(=O)N1CCCC(=O)O (stereo unspecified)
    -24	x	6	-7	x	x	x	1.2	x	x

Part of the list above, in markdown:
| SMILES | Rv3671c protease | 3CLpro inhibitor | SSB-PriA inh | MazEF act | Vc quorum ag | VHR inh abs | PfHsp40 rescue | TcdB inh | Anthrax LF inh2 | Yp Topo-I inh |
| --- | --- | --- | --- | --- | --- | --- | --- | --- | --- | --- |
| CCOC(=O)c1sc(NS(=O)(=O)c2ccc(NC(C)=O)cc2)nc1C | -5 | 2 | -4 | 9 | -5.3 | -12 | -1.8 | x | -5 | 2 |
| O=[N+]([O-])c1cccc(NC(=S)Nc2nc(-c3ccccc3Cl)cs2)c1 | -70 | 2 | 9 | 1 | i | -7 | -1.1 | -2.6 | -2 | -17 |
| COC(=O)C1=C(C(=O)OC)SC2(S1)C(C(=O)OC)=C(C(=O)OC)Sc1c2ssc1=O | x | x | 96* | -25 | i | x | 19 | 2.7 | -8 | -6 |
